# Screens deposited in PubChem BioAssay by several laboratories.
# EP2 modulator – modulates human prostaglandin E2 receptor EP2 signaling; induction, % at 25 µM; EP2-expressing cells, cAMP HTRF FRET, PGE2 co-stimulation; AID 940; P43116; 0.83% of 260,000 active;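 active = compounds whose cAMP rise, as percent of the full-agonist control response, exceeds 60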;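 also: rat C6 glioma line stably carrying human EP2 under a CMV promoter; the protocol text gives 20 µM as final concentration; 100% = response of wells given 1 µM PGE2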
# Target sequence (P43116 whole entry, looked up): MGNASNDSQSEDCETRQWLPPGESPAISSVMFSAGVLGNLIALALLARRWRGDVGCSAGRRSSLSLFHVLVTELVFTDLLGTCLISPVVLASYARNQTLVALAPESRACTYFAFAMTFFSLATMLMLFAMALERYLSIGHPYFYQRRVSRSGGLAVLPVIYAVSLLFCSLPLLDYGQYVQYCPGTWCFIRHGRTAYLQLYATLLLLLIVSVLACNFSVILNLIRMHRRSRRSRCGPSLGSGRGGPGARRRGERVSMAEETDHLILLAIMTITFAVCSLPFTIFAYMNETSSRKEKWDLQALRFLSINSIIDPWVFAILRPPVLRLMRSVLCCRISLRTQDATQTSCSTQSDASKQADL
# Runt-CBFb FRET – inhibitors of human RUNX1 Runt domain binding to CBFb; inhibition, % at 20 µM; Cerulean-Runt/Venus-CBFb FRET ratio 530/480, 1 h; 0.46% of 220,000 active; Q01196+Q13951;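 active = inhibition over about 50% at 20 µM in the single-dose screen, limit read from the data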;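 also: 0% = DMSO wells and 100% = excess unlabeled CBFb competitor control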
#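 Measured by: fluorescence energy transfer, 422 nm excitation, 530/480 nm emission; test system: Cerulean-tagged RUNX1 Runt domain (FRET donor) fusion protein; buffer or medium: Tris pH 7.5 buffer with BSA; compound: one dose, 20 µM compound, 1% DMSO; times: two 1 h room-temperature incubations shielded from light; benchmarks: unlabeled CBFb 5 µM, positive control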
# PERK inh – blocks human PERK kinase | 0.17% of 220,000 active | Q9NZJ5 | inhibition, % at 5.6 µM | CHO PERK-DD fusion, SEAP luminescence translation reporter;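 active = inhibition above the mean inhibition of all tested compounds plus 3 SD, set separately per screening campaign, cut at about 2.9% in these data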;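 also: PERK kinase domain activated by AP20187 dimerizer at 100 nM; 0% = DMSO with dimerizer and 100% = rapamycin at 8.4 µM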
# zVAD death inh – L929 zVAD cell death inhibition; L929 zVAD necroptosis rescue, ATP luminescence, 24 h; with zVAD 60 µM; viability rescue, % at 10 µM; 0.38% of 220,000 active; AID 1377;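 active = activation, scaled between plate controls, above about 75%, limit read from the data; inactive = activation under that limit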;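 also: 0% = zVAD with DMSO and 100% = DMSO alone without zVAD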
# PGE2 EP2 inh – EP2 receptor (human) inhibition. C6 glioma cells expressing human EP2, cAMP TR-FRET; cells stimulated with saturating PGE2. inhibition, % at 25 µM. 0.52% of 260,000 active;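 active = percent inhibition above 40 after rounding to a whole number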;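 also: rat C6 glioma host cells with rolipram phosphodiesterase inhibitor present; the protocol text gives 20 µM as final concentration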
# Runt-SMMHC FRET – inhibitors of human RUNX1 Runt domain binding to CBFb-SMMHC; 0.74% of 220,000 active; inhibition, % at 20 µM; Cerulean-Runt/Venus-CBFb-SMMHC FRET ratio 530/480, 1 h;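 active = mean inhibition across duplicate retests at 20 µM reaching about 50%, limit read from the data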;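 also: 0% = DMSO wells and 100% = wells with excess untagged CBFb-SMMHC; inhibitors lower the FRET ratio by blocking Runt binding to CBFb-SMMHC; some results filed as inactive read as strong as hits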
# RBBP9 inhibitor – blocks human serine hydrolase RBBP9. recombinant RBBP9, FP-Rh probe fluorescence polarization. AID 1515. inhibition, % at 7.94 µM. 0.2% of 220,000 active. O75884;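 active = inhibition above the campaign mean of all tested compounds plus 3 SD, cut at about 14% in these data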;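 also: plate controls were DMSO wells with RBBP9 for no effect and wells lacking RBBP9 protein for full effect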
# Target sequence (O75884 whole entry, looked up): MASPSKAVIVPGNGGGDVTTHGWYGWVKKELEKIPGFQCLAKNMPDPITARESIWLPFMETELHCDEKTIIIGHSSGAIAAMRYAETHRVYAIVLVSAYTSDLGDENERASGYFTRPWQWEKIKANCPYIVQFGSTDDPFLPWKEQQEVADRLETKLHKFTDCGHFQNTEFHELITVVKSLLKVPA
#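 System: RBBP9 protein | Quantity: 2.5 µM RBBP9 dispensing solution, before mixing | Reagent: FP-Rh probe, 375 nM dispensing solution | Timing: Enzyme-compound preincubation 30 min, then probe labeling 45 min, 25 °C | Measured by: Fluorescence polarization | Read-out: % inhibition | Replication: One well per compound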
# Hck Nef HTS – inhibitors of human Hck kinase activated by Nef; P08631; Recombinant Hck-YEEI plus Nef, Z-Lyte FRET kinase assay; inhibition, % at 20 µM; 0.68% of 220,000 active; AID 463187;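 active = Hck-Nef kinase inhibition above about 50%, limit read from the data; inactive = inhibition below that limit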;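 also: 0% = DMSO with Hck plus Nef and 100% = Hck alone without Nef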
# Target sequence (P08631 whole entry, looked up): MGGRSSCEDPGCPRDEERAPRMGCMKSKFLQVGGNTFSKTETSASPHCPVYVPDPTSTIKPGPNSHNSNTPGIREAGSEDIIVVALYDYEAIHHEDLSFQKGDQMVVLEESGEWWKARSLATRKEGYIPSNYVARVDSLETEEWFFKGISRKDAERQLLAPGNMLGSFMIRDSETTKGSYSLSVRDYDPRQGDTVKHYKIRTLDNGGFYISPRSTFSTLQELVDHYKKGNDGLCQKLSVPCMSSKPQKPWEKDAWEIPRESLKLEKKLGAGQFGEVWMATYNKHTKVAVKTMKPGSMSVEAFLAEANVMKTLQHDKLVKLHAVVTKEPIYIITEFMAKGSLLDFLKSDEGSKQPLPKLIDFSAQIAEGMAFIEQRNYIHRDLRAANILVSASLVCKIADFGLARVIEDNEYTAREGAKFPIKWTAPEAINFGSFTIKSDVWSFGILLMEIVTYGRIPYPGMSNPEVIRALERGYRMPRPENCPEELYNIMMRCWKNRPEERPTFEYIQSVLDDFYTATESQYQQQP
# TNF death inh – blocks TNF-alpha induced death of Jurkat FADD-/- cells; Jurkat FADD-/- TNF necroptosis rescue, ATP luminescence, 24 h; 0 = TNF only, 100 = no-TNF cells; 0.068% of 220,000 active; AID 463075; activation (protection from cell death), % at 10 µM;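 active = activation, meaning protection from cell death, of at least 50% relative to plate controls; inactive = activation below 50%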;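 also: necroptosis triggered by 40 ng/mL TNF-alpha added together with compound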
# Active calls of the source: *; . = not tested or not shown; & = joins results of further samples. Some of the compounds tested, so the mix of outcomes need not match the whole.
SMILES,EP2 modulator,Runt-CBFb FRET,PERK inh,zVAD death inh,PGE2 EP2 inh,Runt-SMMHC FRET,RBBP9 inhibitor,Hck Nef HTS,TNF death inh
COc1cc(N=Nc2c(C)n(C)n(-c3ccccc3)c2=O)ccc1N,-13,-9,-0.1,-1.2,1,-11,0,14,-2.3
COc1ccc(CNC(=O)C(CCSC)NS(=O)(=O)c2ccccc2F)cc1 (stereo not drawn),20,-1,-0.3,1.1,3,1,-3,19,0.6
CCN(C(=O)COC(=O)c1cc(-c2ccc(C)o2)nc2ccccc12)C1CCS(=O)(=O)C1 (stereo not drawn),-19,12,-0.3,-0.2,8,1,-4,-34,-1.5
O=[N+]([O-])c1cc(Oc2cccnc2)cc([N+](=O)[O-])c1,-10,-1,1.3,-0.2,12,-7,3,-2,-0.1
O=C(NC(=S)Nc1cccc2ncccc12)c1cccs1,-12,35,0.1,-0.7,7,6,-2,1,-0.8
CCOC(=O)N1CCN(C(=O)CSCC(=O)Nc2nc(-c3ccc4c(c3)OCO4)cs2)CC1,-17,4,-1.4,0.8,2,0,-3,0,-2.6
Cc1snc(SCC(=O)c2ccc(F)cc2)c1C#N,-13,1,0.3,2.8,3,-3,-2,20,6.7
N#Cc1ccc(COn2nnc3ccccc32)cc1,28,0,0.2,0.3,5,0,-6,-2,1.2
CCCCC1=NN(C(=O)c2ccncc2)C(O)(C(F)(F)F)C1 (stereo not drawn),-16,-1,0.2,0.5,2,0,-9,7,1.4
Cc1ccc(-n2c(CNc3ccc(F)cc3)nnc2SCC(N)=O)cc1,15,-2,0.4,0.1,6,2,0,-1,-0.1
CCC1(CC)NC(=O)N(CC(=O)OCC(=O)Nc2ccccc2[N+](=O)[O-])C1=O,-5,-1,0.2,-0.1,8,1,7,13,-1.1
Cc1ccc(S(=O)(=O)N2CCOCC2)cc1NC(=O)COC(=O)c1cccnc1Cl,1,1,0.2,0.4,7,2,0,0,-0.4
O=C(CCn1cccc1)N1CCc2ccccc21,24,3,0.3,1.8,3,3,-5,2,-1.1
O=S(=O)(CCN1CCSCC1)c1ccc(Cl)cc1,2,-1,1.0,-0.2,7,-2,-4,8,1.9
CN(C)/C=C/c1c(C#N)c(=O)ncn1Cc1ccccc1,11,0,0.8,-0.1,11,-306,-13,1,-0.8

# The closing four entries of the section before come first, to join the parts.
SMILES,EP2 modulator,Runt-CBFb FRET,PERK inh,zVAD death inh,PGE2 EP2 inh,Runt-SMMHC FRET,RBBP9 inhibitor,Hck Nef HTS,TNF death inh
Cc1ccc(S(=O)(=O)N2CCOCC2)cc1NC(=O)COC(=O)c1cccnc1Cl,1,1,0.2,0.4,7,2,0,0,-0.4
O=C(CCn1cccc1)N1CCc2ccccc21,24,3,0.3,1.8,3,3,-5,2,-1.1
O=S(=O)(CCN1CCSCC1)c1ccc(Cl)cc1,2,-1,1.0,-0.2,7,-2,-4,8,1.9
CN(C)/C=C/c1c(C#N)c(=O)ncn1Cc1ccccc1,11,0,0.8,-0.1,11,-306,-13,1,-0.8
Clc1ccc2oc(-c3ccccn3)nc2c1,-10,0,0.8,0.1,13,-6,1,2,-8.1
CNC(=S)N(Cc1ccco1)Cc1cc2cc(OC)c(OC)cc2[nH]c1=O,9,16,-0.2,11,3,2,1,34,0.3
O=C(N/N=C/c1cccnc1)c1ccc(Cn2cc([N+](=O)[O-])cn2)o1,17,1,-0.5,1.8,13,2,-2,-1,-0.1
CCN(CC)C(=O)Cn1cnc2c1c(=O)n(C)c(=O)n2C,-2,-1,0.6,0.9,12,-1,3,-1,1.4
O=[N+]([O-])c1c(NCCCO)cc(Sc2ccc(Cl)cc2)c2nonc12,-91,7,0.7,0.3,8,-6,-7,-1,-7.9
Cc1cccc(OCC(=O)N/N=C\c2cccn2C)c1C,-32,1,0.5,1.0,3,18,-2,-1,0.0
CCCN(CCC)c1cc(Cl)nc(N)n1,11,-1,-0.4,0.5,1,2,-13,9,-0.9
Cc1onc(-c2ccccc2)c1C(=O)NCCc1ccc(S(N)(=O)=O)cc1,10,2,0.3,0.2,9,-1,2,1,0.1
O=C1c2cccc3cccc(c23)C(=O)N1CCN1CCN(CC(O)COCc2ccc(Cl)cc2)CC1 (stereo not drawn),-40,-4,-0.6,0.2,13,0,2,2,-12
Cc1oc(-c2ccccc2)cc1C(=O)Nc1ccccc1,-33,0,-0.1,0.2,13,-1,-6,2,2.8
CC(=O)NCCc1nc2ccccc2[nH]1,12,.,1.0,0.8,7,1,4,17,1.4
CN1C2=CC=CC=CC2=[N+](C)C12C([N+](=O)[O-])=CC(=[N+]([O-])[O-])C=C2[N+](=O)[O-] (stereo not drawn),-26,0,0.3,-0.4,7,1,-3,9,-15
O=C(O)CCC(=O)Nc1ccc(Cc2ccc(NC(=O)CCC(=O)O)cc2)cc1,6,1,0.1,0.8,5,0,3,-1,2.4
CCCNc1nc(OCC(F)(F)F)nc(OCC(F)(F)F)n1,14,0,0.9,1.1,17,0,-9,-21,0.5
O=C(Cc1cccs1)NCc1ccccc1,-12,0,0.9,1.1,4,-2,-3,1,6.2
O=C(/C=C/c1ccc(OCc2c(F)cccc2Cl)cc1)N1CCOCC1,-12,-2,1.4,-0.7,5,-4,-1,14,-4.4
CC(C)C(=O)NC(=S)Nc1ccc(S(=O)(=O)Nc2nccs2)cc1,-16,1,-0.1,-0.6,2,-1,-7,15,0.2
c1ccc2oc(C3=NNC(=NC4CC4)SC3)cc2c1,-24,32,-0.2,0.9,6,19,-8,0,1.5
OCCC1CN(Cc2cccn2-c2nccs2)CCN1Cc1ccccc1 (stereo not drawn),-45,2,-1.1,0.0,5,-2,-4,20,0.9
CCOc1ccc(C(C)=O)cc1CSc1nnc(-c2ccoc2C)n1N,-41,12,-0.2,1.3,9,-2,1,1,1.5
CCCn1c(=O)c2ccccc2n2c(SCC(=O)c3ccc(CC)cc3)nnc12,14,-1,0.3,-0.2,7,2,-6,7,-0.7
COC(=O)[C@@]1(Cc2ccc(F)cc2)[C@H]2c3cc(C(=O)N4CCCC4)n(CCO)c3C[C@H]2CN1C(=O)c1ccccc1,19,-3,-0.4,-1.1,7,4,-6,2,-5.4
O=C(C1CCN(Cc2ccccc2)CC1)N1CCCC1,13,2,0.9,1.3,.,4,1,-2,1.6
COc1cc2c(cc1OC)-c1cc(OCc3ccccc3Cl)nc(=O)n1CC2,-17,-7,-2.0,0.4,8,-2,0,1,0.3
CCOC(=O)C1CCCN(C(=O)Cn2cccc2C(=O)c2ccccc2)C1 (stereo not drawn),24,-3,-0.4,0.4,16,1,-1,1,0.6
O=C(Nc1cccc2ccccc12)N1CCN(Cc2ccccc2)CC1,26,-2,0.1,3.7,15,-2,-7,3,0.5
CCOc1ccccc1NS(=O)(=O)c1ccc(OC)c(OC)c1,17,-1,-1.1,-0.2,7,3,6,0,-1.5
Cc1c(NC(=O)c2c(F)c(F)c(F)c(F)c2F)c(=O)n(-c2ccccc2)n1C,17,1,-0.4,-0.1,11,1,-1,-3,-1.6
CC(C)CC(NC(=O)C1CCC(C)CC1)C(=O)NCc1ccco1 (stereo not drawn),22,-2,1.1,1.1,6,0,-13,4,0.1
O=[N+]([O-])c1cccnc1N1CCC(c2cc(-c3ccc(Cl)cc3)n[nH]2)CC1,-49,-3,-1.3,3.1,.,-6,-10,-1,0.6
Cc1cc(NC(=O)c2ccccc2[N+](=O)[O-])ccc1Br,-72,0,1.0,2.0,5,4,-5,17,0.5
CCOC(=O)c1cc(NC(=O)c2cccnc2)cc(C(=O)OCC)c1,16,-4,0.3,-0.8,4,-1,-9,2,-1.8
O=C(COC(=O)c1ccc(O)cc1)NCc1ccc2c(c1)OCO2,-27,0,0.3,15,2,0,-2,25,0.2
COc1ccc2sc(SCCCS(=O)(=O)O)[n+](CCCS(=O)(=O)[O-])c2c1,14,-14,0.7,0.5,6,-6,-5,1,1.4
O=C(CNC(=O)Cc1ccccc1)NCC(=O)OCC(=O)c1ccc(Cl)cc1,12,-2,1.2,-0.2,5,-1,-5,0,1.2
CCOc1ccccc1C1C(C(N)=O)=C(C)Nc2nc(CCCO)nn21 (stereo not drawn),17,1,-0.4,0.5,3,-2,-11,-1,0.5
CCOC(=O)c1sc(NC(=S)NC(=O)C2CCCC2)cc1C,-10,2,0.6,0.8,14,-3,-1,-3,4.1
CC(C)CNC(=O)CC1Nc2ccccc2NC1=O (stereo not drawn),-20,1,0.2,3.1,13,-2,0,5,-0.2
O=C1C2CC=C(Cl)CC2C(=O)N1CC1Cc2ccccc2CO1 (stereo not drawn),15,-17,-0.6,1.3,9,-53,-5,4,-1.8
Cc1[nH]c2ccccc2c1C(=O)CN1CCCCC1C (stereo not drawn),9,0,0.0,-0.1,12,-1,-6,0,-2.5
CCOc1ccc(NC(=S)NCC(c2cccnc2)N2CCOCC2)cc1 (stereo not drawn),-2,0,-0.6,1.0,4,0,-2,24,0.1
CC(C)C(=O)NNc1nc2ccccc2s1,3,-1,1.0,0.0,6,8,-9,0,-2.8
COc1ccc(NC(=O)/C(C#N)=C/c2ccc(Br)o2)cc1,2,3,0.8,-0.4,9,-7,-4,0,-3.3
Nn1c(SC/C=C/c2ccccc2)nnc1-c1ccccn1,-9,-3,-0.3,0.6,14,4,-14,0,-0.1
O=C(Cc1ccccc1)NNc1c2ccccc2nc2ccccc12,-3,17,0.8,2.2,12,20,1,5,1.0
COc1cccc(NC2SC(=O)N(c3ccccc3)C2=O)c1 (stereo not drawn),0&2,1,1.0,-1.2,13&15,0,-1,-1,1.4
CC1CCCN(CCSc2ccc(Cl)cc2)C1 (stereo not drawn),-9,-2,1.0,-0.1,4,2,8,7,1.9
N#Cc1c(-c2ccco2)cc(-c2ccccn2)nc1N,-29,-24,-0.1,0.3,8,-64,-4,40,-2.2
Nc1cc(C(=O)c2ccccc2)ccc1[N+](=O)[O-],0,-2,-0.9,0.4,3,-3,-15,-25,-2.5
CC[n+]1c(C)cc2c(sc3ccccc32)c1C,-3&7,2,0.6,-0.3,11&4,14,-1,17,-1.0
CNC(=O)c1ccsc1NC(=O)c1ccc(S(=O)(=O)N2CCOCC2)cc1,-52,1,-0.9,0.8,12,-65,0,3,-1.1
CCOC(=O)c1ccc(NC(=O)C2(c3ccc(OC)cc3)CCOCC2)cc1,-20,-6,-0.8,-0.2,14,2,-5,1,-0.1
CC1(C)NC(=O)N(CC(O)CN2CCCC2)C1=O (stereo not drawn),-3,1,0.8,0.6,12,-1,1,-9,0.2
